Screening results from PubChem BioAssay.
Mito fusion yeast – mitochondrial division inhibition or fusion activation; S. cerevisiae fusion-defective mutant growth rescue, CellTiterGlo 48 h; Potency, µM (highest dose often 46.1 µM), for inactives: at the highest dose growth rescue (activation), actives largely listed as activators; actives 0.23% (n = 320,000); AID 485298;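 also: potency is read from the fitted curve at half-maximal effect; % of control where 0% means no effect; nearly all actives have a fitted effect of over 45% in size; temperature-sensitive fusion mutants such as fzo1-1 at 37 °C on non-fermentable ethanol glycerol medium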
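Temperature-sensitive fusion-defective S. cerevisiae (e.g. fzo1-1, mgm1-5) were grown with compound in YPEG medium (3% ethanol, 3% glycerol) for 48 hours at 37C. Growth rescue was measured as viability by CellTiterGlo luminescence after 10 minutes at ambient.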
Tb PFK block – blocks T. brucei phosphofructokinase; O15648; T. brucei PFK, ADP-Glo luminescence; Potency, µM (highest dose often 57.5 µM), inactives show top-dose activity, negative = inhibition, actives largely listed as inhibitors; actives 0.17% (n = 330,000); AID 485367;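 also: potency is read from the fitted curve at half-maximal effect; 0% = uninhibited 1x PFK enzyme wells and -100% = no-enzyme wells; nearly all actives have a fitted effect of over 60% in size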
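ADP-Glo luminescence quantified ADP after 45 min at room temperature, with 1.25 nM T. brucei PFK, 0.1 mM ATP and 0.5 mM fructose-6-phosphate in pH 8.0 TEA buffer. qHTS titrations up to 57 µM; curves classified by quality.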
AT treatment – candidate therapy for ataxia-telangiectasia | […] A-T fibroblasts, KAP-1 phosphorylation AlphaLISA; neocarzinostatin DNA damage 30 min before lysis | Potency, µM (top dose mostly 57.5 µM), for inactives: at the highest dose activation, actives largely listed as activators | actives 0.19% (n = 320,000) | AID 485349; also: potency is read from the fitted curve at half-maximal effect; % of control where 0% means no effect; nearly all actives have a fitted effect of over 45% in size
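ATM-like activity read as KAP-1 phosphorylation via AlphaLISA donor/acceptor antibody pairs after lysis and 6 hr at 25C. Cells were ATM-null patient fibroblasts ([…], hTERT), dosed 60 min, then exposed to the DSB inducer NCS for 30 min.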
TSG101-PTAP inh – blocks PTAP/TSG101 interaction to inhibit HIV-1 budding. Potency, µM (titrated, usually from 115 µM), for the others: top-dose activity change, negative = inhibition, usual class: inhibitors. Q99816. 340,000 tested, under 10 active. Fluorescence polarization, FITC-PTAP peptide / Tsg101 binding; active = well fitted inhibition curve with a large enough effect in the main read-out, with a control signal flat, not every such curve was filed as active; inconclusive = small, poorly fitted or top-dose-only effect, or effect the other way, or a change in a side signal; inactive = no such curve, though single readings can be large or run the other way; also: potency is read from the fitted curve at half-maximal effect; % of control where 0% means no effect
Target sequence (Q99816 whole entry, looked up): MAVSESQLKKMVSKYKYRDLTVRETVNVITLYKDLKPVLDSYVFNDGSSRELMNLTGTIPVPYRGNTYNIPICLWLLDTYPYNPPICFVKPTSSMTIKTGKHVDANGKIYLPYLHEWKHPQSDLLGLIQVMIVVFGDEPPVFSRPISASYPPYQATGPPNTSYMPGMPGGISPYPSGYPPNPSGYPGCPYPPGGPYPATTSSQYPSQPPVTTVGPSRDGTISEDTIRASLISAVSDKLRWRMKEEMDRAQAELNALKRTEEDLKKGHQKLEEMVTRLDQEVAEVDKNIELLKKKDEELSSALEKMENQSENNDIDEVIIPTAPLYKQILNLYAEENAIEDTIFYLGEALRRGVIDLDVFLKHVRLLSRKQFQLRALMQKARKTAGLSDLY
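Fluorescence anisotropy tracks displacement of a FITC-tagged PTAP peptide (50 nM) from the Tsg101 binding domain (10 uM), following a 20 min room-temperature incubation at pH 7.5.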
TCR activator – activators of T cell receptors. Potency, µM (series often up to 9.22 µM), for the others: at the highest dose activation of IL-2 secretion, most hits filed as activators. 330,000 tested, under 10 active. primary human leukocytes, anti-CD3, IL-2 HTRF, 48 h; also: % of control where 0% means no effect
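Primary human leukocytes were stimulated with a-CD3 beads plus compounds for 48 hr without co-stimulation; secreted IL-2 was quantified by HTRF using a-IL-2-K (europium cryptate) and a-IL-2-d2, excited at 320nm with acceptor emission read at 665nm.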
ASM inhibitor – inhibitors of human secretory acid sphingomyelinase. placental ASM, HMU-PC fluorogenic substrate, 60 min. Potency, µM (top dose mostly 57.5 µM), for inactives: top-dose activity change, negative = inhibition, hits mostly inhibitors. actives 0.006% (n = 340,000); also: potency is read from the fitted curve at half-maximal effect
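Steps: dispense placental human ASM, pin compound, wait 10 min at room temperature, add HMU-PC0 substrate at 9 uM final, incubate 60 min at 37 °C, add stop solution raising pH to 10, read fluorescence.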
BCR signal inh – inhibitors of chronic active B-cell receptor signaling; ABC-DLBCL IkBa-CBG/CBR reporter, luminescence ratio, 4 h; Potency, µM (doses to about 46.1 µM), for the others: at the highest dose ratio change, negative = lower green/red ratio, usual class: inhibitors; actives 0.05% (n = 340,000); AID 493014; active = well fitted inhibition curve with a large enough effect in the signal ratio, with a control signal flat, not every such curve was filed as active; inconclusive = small, poorly fitted or top-dose-only effect, or effect the other way, or a change in a side signal; the % refers to the signal ratio;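 also: potency is read from the fitted curve at half-maximal effect; plate controls were basal doxycycline-induced cells for no effect and cells given 10 µM MG132 for full effect; MG132 reads +100%, hits lower the ratio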
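TMD8 human ABC-DLBCL cells with doxycycline-inducible IκBα–green luciferase fusion and unfused red luciferase, in 0.5% FBS medium; compounds up to 46 uM, 4 h at 37C. Green/red luminescence ratio, filter-overlap corrected, fitted to concentration-response curves.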
Integrin act MD – activators of alpha7 integrin expression for muscular dystrophy. alpha7betagal myoblasts, beta-gal FDG fluorescence, 48 h. Potency, µM (titrated, usually from 38.3 µM), inactives show top-dose activation, actives largely listed as activators. actives 0.064% (n = 350,000). AID 624291;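 also: potency is read from the fitted curve at half-maximal effect; 100% = response of the positive control SU9516; nearly all actives have a fitted effect of over 60% in size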
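alpha7betagal+/- myoblasts (passage 13, 250/well) treated 48 h at 37C with compounds at 1:260 dilution of DMSO stock. Lysed, then beta-galactosidase activity read as FDG fluorescence (ex 480/em 540) after 30 min, with pre-read for autofluorescence.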
Eya2 inh – blocks the phosphatase activity of human Eya2. actives 0.006% (n = 330,000). Potency, µM (top dose mostly 76.9 µM), for inactives: at the highest dose activity, negative = inhibition, most hits filed as inhibitors. recombinant Eya2, OMFP fluorescence dephosphorylation (OMFP is methylfluorescein phosphate); also: potency is read from the fitted curve at half-maximal effect; % is scaled to controls: 0 for no effect and ±100 for the full control effect
Target sequence (O00167 whole entry, looked up): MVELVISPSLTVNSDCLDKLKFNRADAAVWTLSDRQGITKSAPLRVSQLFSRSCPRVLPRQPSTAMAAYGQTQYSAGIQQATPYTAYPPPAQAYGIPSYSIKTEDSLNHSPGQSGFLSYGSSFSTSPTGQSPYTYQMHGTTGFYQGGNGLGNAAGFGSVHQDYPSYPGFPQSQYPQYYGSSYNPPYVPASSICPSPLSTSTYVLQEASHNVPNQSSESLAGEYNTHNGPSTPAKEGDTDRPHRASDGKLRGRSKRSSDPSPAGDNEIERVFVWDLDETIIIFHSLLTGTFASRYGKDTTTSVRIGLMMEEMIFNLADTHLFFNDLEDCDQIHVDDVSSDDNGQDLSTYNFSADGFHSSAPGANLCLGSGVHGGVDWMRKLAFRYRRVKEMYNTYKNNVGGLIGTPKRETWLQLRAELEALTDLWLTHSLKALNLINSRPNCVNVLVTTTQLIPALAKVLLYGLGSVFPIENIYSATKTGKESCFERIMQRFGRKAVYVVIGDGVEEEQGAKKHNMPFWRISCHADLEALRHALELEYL
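Eya2 (0.2 uM) preincubated 10 min at ambient with compound, then OMFP substrate added at 50 uM; 10 min reaction in 50 mM HEPES pH 7.5, 50 mM NaCl, 5 uM MgCl2, 0.05% BSA, 1 mM DTT. Fluorescence read at Ex 485/Em 525 nm.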
TSHR antag – antagonists of human thyroid stimulating hormone receptor. P16473. TSHR-expressing cells, TSH-stimulated cAMP HTRF, 2 h; stronger effect = lower value. activity change, negative = inhibition, % at 11.5 µM. actives 0.2% (n = 330,000). AID 504810;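 active = activity change below a set negative limit, meaning inhibition stronger than a set level, cut at about -70% in these data; inconclusive = activity change between two set negative limits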; also: % is scaled to controls: 0 for no effect and ±100 for the full control effect
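Cell-based HTRF cAMP assay; TSHR cells + compound, TSH EC80 (4nM final), 2 h, 37 deg C. Lysis with anti-cAMP cryptate and cAMP-d2, 30 min RT, read 665/620 nm.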
ELG1 repair inh – inhibitors of ELG1-dependent DNA repair in HEK293T cells | HEK293T ELG1-luciferase reporter, luminescence, 16 h; DNA damage induced by 5-fluorouridine | Potency, µM (series often up to 46.1 µM), for inactives: top-dose activity change, negative = inhibition, actives largely listed as inhibitors | actives 2.3% (n = 330,000); also: potency is read from the fitted curve at half-maximal effect; % is scaled to controls: 0 for no effect and ±100 for the full control effect; nearly all actives have a fitted effect of over 55% in size
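Luminescence from the luciferase reporter, measured 30 min after ONE-Glo reagent at room temperature, was the read-out. Beforehand, 2,000 cells per well were exposed for 16 hr at 37 °C to 5-fluorouridine together with compound or vehicle.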
* marks the source's active call; other numbers are inactive results; ? = inconclusive; nt = no result given; [ ] = remark or other dose. Unless noted, calls follow the shape of the dose curve; as a rule, active = well fitted curve in the direction sought with a large enough effect; inconclusive = small, poorly fitted or top-dose-only effect, or another doubt; inactive = no such curve, though single readings can be large; an effect the other way counts as inactive or inconclusive.

SMILES	Mito fusion yeast	Tb PFK block	AT treatment	TSG101-PTAP inh	TCR activator	ASM inhibitor	BCR signal inh	Integrin act MD	Eya2 inh	TSHR antag	ELG1 repair inh
C/C=C\C=C/C(=O)Nc1cccc(C2=NOC3(C2)C[C@@H](C(N)=O)N(C(=O)c2ccccc2)C3)c1 (stereo partly drawn)	-20%	-5%	48%	nt	nt	nt	?	nt	5%	9	23%
Cc1ccc(NC(=O)COC(=O)CCc2nc3ccccc3n2-c2ccccc2)c(C)c1	-1%	5%	-8%	0%	2%[46.1 µM]	3%	6%	22%	0%	10	-5%
c1ccc(-n2ncc3c2ncn2nc(CSc4nc5ccccc5s4)nc32)cc1	-4%	0%	9%	0%	1%	0%	5%	5%	5%	8	2%
CNC(=O)c1c(Cl)cnn1-c1ccc(C)cc1	5%	-4%	1%	0%	2%	3%	3%	-20%	4%	-6	?
CCC(c1nnnn1Cc1cccs1)N1CCN(C2CCCC2)CC1 (stereo not drawn)	1%	-7%	10%	-7%	5%	3%	15%	-1%	12%	0	-3%
CCCCNc1nc2c(c(=O)n(C)c(=O)n2C)n1Cc1cccc(OC)c1	18%	-3%	1%	-4%	4%[46.1 µM]	-1%	1%	-61%	2%	-6	5.2µM*
O=C(CSc1cc(Cl)ccc1Cl)NCC1CCCO1 (stereo not drawn)	0%	5%	5%	-5%	3%	2%	?	11%	-18%	-11	6%
Cc1ccc(S(=O)(=O)N(C)C)cc1NC(=O)CCNC(=O)c1ccccc1Cl	1%	2%	-2%	1%	1%[46.1 µM]	0%	-1%	5%	4%	5	10%
CC1(C)CC2CC(C)(CN2C(=O)COC(=O)c2n[nH]c(=O)c3ccccc23)C1 (stereo not drawn)	7%	-1%	0%	-5%	-1%	2%	0%	10%	0%[15.4 µM]	-11	3%
CC(C)OC(=O)c1c(F)c(F)c(N2CCOCC2)c(F)c1F	0%	1%	4%	-3%	-3%	-1%	?	6%	-5%	-2	0%

3 of the entries above in order of their number in TSHR antag, low to high.
| SMILES | Tb PFK block | TSG101-PTAP inh | TCR activator | ASM inhibitor | BCR signal inh | Integrin act MD | Eya2 inh | TSHR antag |
| --- | --- | --- | --- | --- | --- | --- | --- | --- |
| CCCCNc1nc2c(c(=O)n(C)c(=O)n2C)n1Cc1cccc(OC)c1 | -3% | -4% | 4%[46.1 µM] | -1% | 1% | -61% | 2% | -6 |
| CCC(c1nnnn1Cc1cccs1)N1CCN(C2CCCC2)CC1 (stereo not drawn) | -7% | -7% | 5% | 3% | 15% | -1% | 12% | 0 |
| c1ccc(-n2ncc3c2ncn2nc(CSc4nc5ccccc5s4)nc32)cc1 | 0% | 0% | 1% | 0% | 5% | 5% | 5% | 8 |

Laid out differently: 8 of the compounds above
Results follow in this order: Mito fusion yeast	Tb PFK block	AT treatment	TSG101-PTAP inh	TCR activator	ASM inhibitor	BCR signal inh	Integrin act MD	Eya2 inh	TSHR antag	ELG1 repair inh
- c1ccc(-n2ncc3c2ncn2nc(CSc4nc5ccccc5s4)nc32)cc1
  -4%	0%	9%	0%	1%	0%	5%	5%	5%	8	2%
- CNC(=O)c1c(Cl)cnn1-c1ccc(C)cc1
  5%	-4%	1%	0%	2%	3%	3%	-20%	4%	-6	?
- CCC(c1nnnn1Cc1cccs1)N1CCN(C2CCCC2)CC1 (stereo not drawn)
  1%	-7%	10%	-7%	5%	3%	15%	-1%	12%	0	-3%
- CCCCNc1nc2c(c(=O)n(C)c(=O)n2C)n1Cc1cccc(OC)c1
  18%	-3%	1%	-4%	4%[46.1 µM]	-1%	1%	-61%	2%	-6	5.2µM*
- O=C(CSc1cc(Cl)ccc1Cl)NCC1CCCO1 (stereo not drawn)
  0%	5%	5%	-5%	3%	2%	?	11%	-18%	-11	6%
- Cc1ccc(S(=O)(=O)N(C)C)cc1NC(=O)CCNC(=O)c1ccccc1Cl
  1%	2%	-2%	1%	1%[46.1 µM]	0%	-1%	5%	4%	5	10%
- CC1(C)CC2CC(C)(CN2C(=O)COC(=O)c2n[nH]c(=O)c3ccccc23)C1 (stereo not drawn)
  7%	-1%	0%	-5%	-1%	2%	0%	10%	0%[15.4 µM]	-11	3%
- CC(C)OC(=O)c1c(F)c(F)c(N2CCOCC2)c(F)c1F
  0%	1%	4%	-3%	-3%	-1%	?	6%	-5%	-2	0%

(more compounds)
SMILES	Mito fusion yeast	Tb PFK block	AT treatment	TSG101-PTAP inh	TCR activator	ASM inhibitor	BCR signal inh	Integrin act MD	Eya2 inh	TSHR antag	ELG1 repair inh
CCN1CCN(c2cc(C)c3cc(NC(=O)c4cc(OC)cc(OC)c4)ccc3n2)CC1	-7%	3%	-9%	-5%	7%	6%	?	-58%[inhibitor]	-11%	1	?
Cc1nnn(C23CC4CC(CC(CC(=O)Nc5ccc(C)c(C)c5)(C4)C2)C3)n1	3%	2%	11%	-3%	2%[46.1 µM]	-2%	-3%	-14%	-18%	-10	-17%
Cc1cc(C)c(NC(=O)Cn2nnc(C(=O)Nc3ccc(F)cc3F)c2N)c(C)c1	-5%	-1%	5%	-4%	-4%	0%	-1%	1%	-5%	2	?
COc1ccc(C2NC(Cc3ccccc3)(C(=O)O)C3C(=O)N(c4ccccc4OC)C(=O)C23)cc1 (stereo not drawn)	6%	2%	-4%	-3%	-5%	1%	3%	-4%	-1%	11	13%
O=C(CCc1nnc2n(Cc3ccc(F)cc3)c(=O)c3ccccc3n12)NCCCN1CCOCC1	-5%	2%	5%	2%	2%	-2%	?	-5%	1%	-28	?
Cc1ccc(S(=O)(=O)N2CC=C(c3c(C)n(C)c4ccccc34)CC2)cc1	-1%	1%	2%	0%	-1%	-1%	2%	-22%	-11%	12	0%
CCNNC(=O)C(O)(Cc1ccccc1)Cc1ccccc1	-7%	7%	-14%	-3%	1%	0%	-1%	14%	-3%	-1	7%
